Compound activity (PubChem BioAssay)
TrxR1 inh: qHTS Assay for Inhibitors of Mammalian Selenoprotein Thioredoxin Reductase 1 (TrxR1): qHTS. Thioredoxin reductase 1, cytoplasmic (Rattus norvegicus), O89049. recombinant rTrxR1, NADPH fluorescence consumption, selenite substrate. Potency, µM (series often up to 114 µM), inactives show at the top dose activity change, negative = inhibition, actives largely listed as inhibitors. hit rate 1% among 390,000; note: % is set by controls: 0 for no effect and ±100 for the full control effect; nearly all actives have a fitted effect of over 65% in size
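Rat TrxR1 (90 nM in the dispensed reagent) was pre-reduced with 400 uM NADPH for 5 min at room temperature, then incubated with compound for 15 min. After 400 uM selenite was added, NADPH fluorescence (Ex 340/Em 450 nm) was followed for 8 min.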
12-LOX inh: Primary qHTS assay for inhibitors of human arachidonate 12S-lipoxygenase (ALOX12): Round 2 | purified 12hLO, xylenol orange hydroperoxide absorbance | Potency, µM (titrated, usually from 108 µM), inactives show top-dose activity change, negative = inhibition, hits mostly inhibitors | hit rate 1.1% among 580,000 | AID 1671190, 2021; note: % is set by controls: 0 for no effect and ±100 for the full control effect
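Purified human 12hLO (150 nM final) in 25 mM Hepes, 0.01% Triton X-100, pH 7.0 was preincubated 15 min at room temperature with compound. Then 40 uM arachidonic acid was added, 30 min. Hydroperoxide was read by Fe-XO absorbance ratio 573/405 nm.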
Tb PGK inh: qHTS Assay to Find Inhibitors of Phosphoglycerate Kinase. Phosphoglycerate kinase, glycosomal (Trypanosoma brucei brucei), P07378. PGK/GAPDH coupled, Kinase-Glo luminescence, 60 min. Potency, µM (highest dose often 57.5 µM), for inactives: top-dose activity change, negative = inhibition, hits mostly inhibitors. hit rate 0.043% among 380,000; note: % is set by controls: 0 for no effect and ±100 for the full control effect; nearly all actives have a fitted effect of over 60% in size
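Luminescent ATP detection (Kinase-Glo Plus) follows a 60-minute room-temperature incubation, with wells lacking PGK as controls. Buffer: 100 mM TEA (pH 7.6), 5 mM MgCl2, 0.01% Tween-20. Coupling enzyme GAPDH (100 nM final) supplies unstable 1,3-BPG in-well.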
ERG-DNA inh: qHTS for Small Molecule Inhibitors of the ERG Ets/DNA interaction; Transcriptional regulator ERG (Homo sapiens), P11308; fluorescence polarization, His-ERG Ets domain / labelled DNA; Potency, µM (doses to about 76.9 µM), for inactives: at the highest dose FP activity, negative = inhibition, hits mostly inhibitors; hit rate 0.028% among 370,000; active = well fitted inhibition curve with a large enough effect in the polarisation, with a control signal flat; inconclusive = small, poorly fitted or top-dose-only effect, or effect the other way, or a change in a side signal; inactive = no such curve, though single readings can be large or run the other way; the % refers to the polarisation;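 note: polarization taken with two DNA probes labelled with fluorescein and Texas red; % of control where 0% means no effect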
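His-tagged ERG Ets domain (1 uM in the protein solution; 300mM KCl, 50mM Tris-HCl, 1mM EDTA, 1mM DTT, pH 7.5) received compound, then a probe mix of 5 nM fluorescein-DNA and 100nM Texas-615-DNA. Fluorescence polarization was read for both dyes.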
HP1b chromo inh: HTS for Inhibitors of HP1-beta Chromodomain Interactions with Methylated Histone Tails. Potency, µM (top dose mostly 114 µM), for the others: top-dose activity change, negative = inhibition, usual class: inhibitors. hit rate 0.56% among 390,000. AlphaScreen HP1-beta / biotin-H3K9me3 peptide binding. Chromobox protein homolog 1 (Homo sapiens), P83916. AID 540317, 2011; note: nearly all actives have a fitted effect of over 70% in size; inactives centre near 23
Target sequence (P83916 whole entry, looked up): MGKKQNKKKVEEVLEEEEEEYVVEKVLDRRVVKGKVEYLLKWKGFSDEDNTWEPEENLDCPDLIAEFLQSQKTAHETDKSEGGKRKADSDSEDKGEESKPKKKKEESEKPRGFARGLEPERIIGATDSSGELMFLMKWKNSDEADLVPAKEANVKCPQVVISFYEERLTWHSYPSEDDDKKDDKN
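HP1-beta protein (50 nM final) preincubated 30 min at room temperature with biotinylated H3(1-18)K9me3 peptide (50 nM) in PBS pH 7.4, 0.01% Tween-20, then compound added for 30 min. AlphaScreen streptavidin donor/nickel chelate acceptor beads (10 ug/mL final), 30 min dark, luminescence read.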
Pin1 inh: qHTS Assay to Find Inhibitors of Pin1; AID 504891, 2011; Potency, µM (doses to about 115 µM), for inactives: at the top dose activity, negative = inhibition, most hits filed as inhibitors; Pin1 FP peptide displacement, HiFluor488, 10 min; hit rate 0.009% among 390,000; active = well fitted inhibition curve with a large enough effect in the polarisation, with a control signal flat, not every such curve was filed as active; inconclusive = small, poorly fitted or top-dose-only effect, or effect the other way, or a change in a side signal; inactive = no such curve, though single readings can be large or run the other way; the % refers to the polarisation; note: % is set by controls: 0 for no effect and ±100 for the full control effect
Target sequence (Q13526 whole entry, looked up): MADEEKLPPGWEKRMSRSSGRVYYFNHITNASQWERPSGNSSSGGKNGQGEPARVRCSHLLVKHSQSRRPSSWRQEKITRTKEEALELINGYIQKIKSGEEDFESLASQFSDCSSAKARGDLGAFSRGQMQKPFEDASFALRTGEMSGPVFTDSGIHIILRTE
GLS inhibitor: qHTS for Inhibitors of Glutaminase (GLS); Glutaminase kidney isoform, mitochondrial (Homo sapiens), O94925; GLS enzymatic activity, qHTS titration; Potency, µM (top dose mostly 45.5 µM), for inactives: at the top dose activity change, negative = inhibition, usual class: inhibitors; hit rate 0.21% among 410,000; AID 624170, 2012; note: % is set by controls: 0 for no effect and ±100 for the full control effect
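Compounds were pin-transferred onto hKGA, after which L-glutamine (1 mM solution) and a detection mix of glutamate oxidase, HRP and Amplex Red were added. Initial and 30 min RT fluorescence reads were collected.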
RGS4 inhibitor: Inhibitors of Regulator of G Protein Signaling (RGS) 4: qHTS | Transcreener GDP fluorescence polarization, RGS4-accelerated GTP hydrolysis | AID 504845, 2011 | Potency, µM (doses to about 114 µM), without a hit: top-dose activity change, negative = inhibition, hits mostly inhibitors | hit rate 0.039% among 390,000 | Regulator of G-protein signaling 4 (Homo sapiens), P49798; note: % is set by controls: 0 for no effect and ±100 for the full control effect; nearly all actives have a fitted effect of over 75% in size; some results filed as inactive show a strong effect at the top dose
Target sequence (P49798 whole entry, looked up): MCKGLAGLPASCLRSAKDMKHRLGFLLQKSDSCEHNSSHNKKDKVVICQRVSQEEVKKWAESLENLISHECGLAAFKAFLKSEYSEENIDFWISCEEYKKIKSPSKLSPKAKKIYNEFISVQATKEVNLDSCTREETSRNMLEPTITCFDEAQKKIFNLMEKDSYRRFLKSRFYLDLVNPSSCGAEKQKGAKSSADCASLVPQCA
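MLSMR compounds (23 nl, pin-transferred) preincubated 10 min at room temperature with a 500nM (2x) first reagent, then RGS4 at 900nM (2x) plus Transcreener GDP mix added; fluorescence polarization (620/688 nm) read before and after 90 min at 30 °C.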
JMJD2A Tudor inh: qHTS Assay for Inhibitors of JMJD2A-Tudor Domain; Lysine-specific demethylase 4A (Homo sapiens), O75164; AlphaScreen JMJD2A-Tudor / H3K4me3 peptide binding; Potency, µM (doses to about 114 µM), inactives show at the top dose activity change, negative = inhibition, most hits filed as inhibitors; hit rate 4.4% among 390,000; AID 504339, 2011; note: % is set by controls: 0 for no effect and ±100 for the full control effect; nearly all actives have a fitted effect of over 50% in size
The depositor's hits bear a star; i = inactive; ? = inconclusive; . = not tested or not shown; [ ] = another dose, or the depositor's remark. Unless noted, calls come from the whole dose curve; as a rule, active = well fitted curve in the direction sought with a large enough effect; inconclusive = small, poorly fitted or top-dose-only effect, or another doubt; inactive = no such curve, though single readings can be large; an effect the other way counts as inactive or inconclusive. Potency is the fitted concentration of half-maximal effect.

cpd	TrxR1 inh	12-LOX inh	Tb PGK inh	ERG-DNA inh	HP1b chromo inh	Pin1 inh	GLS inhibitor	RGS4 inhibitor	JMJD2A Tudor inh	SMILES
1	20%	-8%	i	12%	40%[activator]	0%	-5%	-3%	-2%	COC(=O)Nc1ccc(S(=O)(=O)N2CCCC(C(=O)N3CCOCC3)C2)cc1 (stereo unspecified)
2	10%	12%	-2%	1%	52%[activator]	0%	-6%	5%	4%	O=C(COC(=O)Cc1c(F)cccc1Cl)NCCC1=CCCCC1
3	26%[57.1 µM]	?	8%	6%	-15%	-6%	?	-6%[11.4 µM]	?	O=C(NCC1CCCO1)c1ccc(/C=N/O)nc1 (stereo unspecified)
4	-7%	-8%	-6%	3%	13%	-14%	6%	18%	-4%	CC(C)NC(=O)NC(=O)COC(=O)C1CCCN1C(=O)c1cccs1 (stereo unspecified)
5	11%	1%	-8%	-1%	17%	3%	-7%	-3%	-12%	O=C(NCc1ccc(F)cc1)c1cc(-c2cccs2)on1
6	14%	11%	-5%	-9%	4%	-17%	17%	24%	-30%	C/C(=N/NC(=O)CNC(=O)/C=C/c1ccccc1)c1ccco1
7	6%	?	6%	-11%	8%	-3%	-15%	-1%	-31%	CCN(CC)CCCNC(=O)c1ccc2c(c1)N(Cc1c(F)cccc1Cl)C(=O)c1ccccc1S2
8	10%	?	0%	-3%	-38%	5%	-3%	3%	?	CC1CCc2[nH]c3ccc(C(=O)N(C)CC(=O)Nc4ccccc4Br)cc3c2C1 (stereo unspecified)
9	13%	0%	3%	-3%	18%	0%	-24%	-4%	-18%	CN(C)c1nc(OCCNC(=O)COc2ccc(Cl)cc2Cl)nc(N(C)C)n1
10	24%[57.1 µM]	-16%	-10%	12%	46%[activator]	2%	-1%	-17%	6%	COc1cc(C)ccc1S(=O)(=O)n1nc(C)cc1C
11	34%	.	0%	3%	-5%	11%	1%	26%	?	c1ccc(-c2sc3ccccc3c2-c2ccc(OCCN3CCOCC3)cc2)cc1
12	-6%[57.1 µM]	?	9%	2%	43%[activator]	10%	-14%	-19%	-16%	CC(=O)c1ccc(Oc2ncnc3c2oc2ccccc23)cc1
13	20%	-21%	-1%	-3%	14%	-3%	-7%	-40%	-26%	Cc1ccc(NC(=O)CSc2nccn(-c3ccc4c(c3)OCCO4)c2=O)cc1
14	-1%	0%	4%	-1%	0%	1%	16%	11%	?	O=C(Nc1ccccc1O)N1c2ccccc2Sc2ccccc21
15	2%	-14%	i	-6%	28%	0%	4%	0%	-17%[57.1 µM]	COc1cc(NC(=O)CN2C(=O)C(c3ccccc3)=NC23CCCCCC3)cc(OC)c1
16	105%[activator]	-23%	.	.	12%	0%	13%	-12%	15%	COCCNC(=S)NCCCNc1nc2cc3c(cc2cc1C#N)OCO3
17	4%[57.1 µM]	-22%	-2%	-8%	6%	0%	12%	27%	-25%	N/C(Cc1ccc([N+](=O)[O-])cc1)=N\OC(=O)c1ccc(Br)o1
18	-4%[57.1 µM]	?	-3%	1%	14%	1%	4%	13%	2%	CC(=O)c1[nH]c(C)c(C(C)=O)c1C
19	2%	?	-9%	-5%	3%	0%	0%	11%	-3%	COc1cc(SC)ccc1C(=O)OCC(=O)N1CCN(C(C)=O)CC1
20	-15%	-6%	?	-7%	10%	2%	?	11%	?	Cc1c(NS(=O)(=O)c2cc(C(=O)NCCN(C)C)ccc2Cl)c(=O)n(-c2ccccc2)n1C
21	14%[57.1 µM]	18%	-7%	1%	4%	-5%	0%	13%	-11%	Cc1cccc(NC(=O)CSc2nc(=O)n3ccccc3n2)c1C
22	14%[57.1 µM]	-24%	-2%	3%	33%	9%	0%	13%	-5%	O=[N+]([O-])c1ccc(Nc2nc(Cl)nc(NCCO)n2)cc1
23	0%	-3%	i	6%	0%	-2%	-15%	-31%	-42%	COc1ccccc1-c1nnc(SCC(=O)Nc2c(Cl)cccc2Cl)o1
24	-3%[57.1 µM]	-8%	7%	2%	29%	-3%	-1%	9%	1%	NC(=O)NC(=O)COC(=O)CCSc1ccccc1
25	7%[57.1 µM]	-9%	-2%	10%	33%	5%	2%	-20%	4%	O=C(N/N=C/C=C\c1cccc([N+](=O)[O-])c1)c1cccnc1
26	24%[57.1 µM]	-17%	i	12%	39%[activator]	0%	0%	-23%	19%	CCOc1ccc(C(C)=O)cc1COC(=O)c1cnc(Cl)c(Cl)c1
27	-23%	-12%	-2%	12%	42%[activator]	?	3%	-2%[56.9 µM]	-16%	N=c1c2c(ncn1Cc1ccco1)Oc1cc(O)ccc1C2c1ccccc1 (stereo unspecified)
28	-3%	-10%	0%	4%	20%	22%	-6%	?	-6%	C=CCn1c(SCC(=O)Nc2cc(C)on2)nc2c([nH]c3ccccc32)c1=O
29	31%	1%[57.4 µM]	-4%	17%	62%[activator]	-4%	-4%	-7%	2%	CC1CC(C)CN(C(=O)CSc2nnc(-c3ccc(Cl)cc3)o2)C1 (stereo unspecified)
30	50%[activator]	120%[activator]	1%	3%	29%	-1%	0%	22%	-11%	Cc1ccc(CNC(=O)Nc2ccc(Cl)cc2)cc1
31	?	7%	-4%	1%	48%[activator]	4%	-4%	-9%	-9%	O=C(NCc1ccccn1)C(=O)N/N=C/c1ccc2c(c1)OCO2
32	19%	0%	10%	4%	24%	1%	0%	17%	-14%	O=C(NC1CCSc2ccccc21)c1cc(S(=O)(=O)N2CCOCC2)ccc1F (stereo unspecified)
33	-8%	-14%	3%	-2%	22%	8%	8%	14%	-9%	Cc1cc(C(=O)N/N=C/c2cccc([N+](=O)[O-])c2)c2ccccc2n1
34	13%[57.1 µM]	3%	i	2%	24%	-2%	6%	3%	-11%	Cc1ccc(S(=O)(=O)N2CCN(S(C)(=O)=O)C2c2ccccc2)cc1 (stereo unspecified)
35	-1%	4%	3%	-16%	30%	-4%	-7%	-29%	1%	COCCn1nnnc1C(C(C)C)N(Cc1cccnc1)Cc1ccccc1Cl (stereo unspecified)
36	6%	-8%	.	-8%	26%	5%	-17%	5%	-6%	COc1ccc(C(=O)C[n+]2cccc(C(N)=O)c2)cc1
37	?	-23%	-6%	-7%	24%	1%	-11%	-1%	-12%	Cc1n[nH]c(=O)c2c(NC(=O)CSc3nncn3C(C)C)oc(C)c12
38	7%[57.1 µM]	0%	-3%	-5%	31%[activator]	2%	-3%	12%	-4%	O=C(O)CCCC(=O)NCCc1cccc(Cl)c1
39	9%	-23%	?	5%	?	-5%	-2%	25%	50µM*	O=C1C2C3C=CC(C3)C2C(=O)N1c1ncn[nH]1 (stereo unspecified)
40	18%[57.1 µM]	-13%	-1%	1%	-6%	-2%	6%	-3%	-17%	CC(=O)Nc1ccc(NC(=O)c2cc3c(=O)n(Cc4cccnc4)ccc3nc2C)cc1
41	3%	-28%	-5%	0%	3%	16%	2%	7%	-21%	CC(=O)Nc1ccc(S(=O)(=O)N(C)c2ccc(OCC(=O)Nc3ccccc3C(C)=O)cc2)cc1
42	2%	-16%	-2%	-17%	28%	-2%	1%	-17%	-9%	CCN(C(=O)COC(=O)c1ccc2c(c1)OCO2)c1c(N)n(Cc2ccccc2)c(=O)[nH]c1=O
43	2%[11.4 µM]	-20%	5%	4%	15%	-4%	4%	6%	-17%	O=C1c2ccccc2C(=O)N1OCc1ccccc1[N+](=O)[O-]
44	5%	4%	4%	6%	46%[activator]	9%	15%	-7%	-9%	Cc1ccc(NC(=O)CN(C)S(=O)(=O)c2ccc(Cl)s2)c(O)c1
45	-16%	-9%[57.4 µM]	-8%	.	21%	-11%	-9%	16%	-9%	O=C1CCCc2sccc2N1
46	-24%	-19%	1%	-11%	22%	3%	2%	10%	1%	COc1ccc(S(=O)(=O)N2CCN(C(=O)Cc3ccsc3)CC2)cc1

A portion of the library, so the mix of outcomes need not match the whole.
